Screening data from PubChem.
NPC1 promoter act: activators of NPC1 promoter; Potency, µM (titrated, usually from 9.22 µM), for inactives: at the highest dose activation, usual class: activators; AID 485313; Huh7 NPC1 promoter luciferase reporter, 24 h; actives 2.4% (n = 320,000);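 further: % of control where 0% means no effect; nearly all actives have a fitted effect of over 60% in size; reporter is driven by a mutant NPC1 promoter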
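Luminescence read-out of NPC1 promoter-driven luciferase in stably transfected Huh7 cells; compounds delivered in DMSO and left 24 h at 37C, 5% CO2, qHTS titration format.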
BRCA1 expr up: activators of BRCA1 expression | MCF7-BRCA1-FFLuc reporter, luminescence, 48 h; response scale: scaled: vehicle 0%, 10 µM genistein 100% | Potency, µM (top dose mostly 46.1 µM), for the others: top-dose activation, usual class: activators | actives 1.1% (n = 380,000); further: nearly all actives have a fitted effect of over 80% in size; some results filed as inactive show a strong effect at the top dose
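Quantitative HTS in MCF7 cells stably reporting BRCA1 expression via firefly luciferase. Compound treatment lasts 48 h at 37 °C in phenol-red free MEM. Activation is expressed relative to genistein at 10 microM and DMSO.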
Rab9 promoter act: activators of Rab9 promoter; Huh7 Rab9 promoter-luciferase reporter, luminescence, 24 h; Potency, µM (titrated, usually from 9.22 µM), for inactives: top-dose activation, negative = inhibition, actives largely listed as activators; actives 2.8% (n = 320,000); AID 485297; further: % of control where 0% means no effect; nearly all actives have a fitted effect of over 60% in size
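Luminescence read-out: Huh7 cells stably expressing Rab9-luciferase, treated 24 h with compound at 37 °C, then lysed with luciferase reagent for 10 min at ambient before reading.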
VP16 counter: inhibits Gal4-VP16 luciferase reporter, ROR gamma counter-screen; Potency, µM (doses to about 53.6 µM), inactives show at the highest dose activity, negative = inhibition, actives largely listed as inhibitors; actives 3.5% (n = 310,000); AID 2546; Drosophila S2 Gal4-VP16 UAS-luciferase, luminescence, 20 h;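 further: Gal4-VP16 expression switched on by copper sulfate through the metallothionein promoter; on the % scale 0 is the no-effect control and ±100 the full control effect; nearly all actives have a fitted effect of over 50% in size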
RORg inh: inhibitors of mouse ROR gamma transcriptional activity; P51450; Drosophila S2 Gal4-RORgamma UAS-luciferase reporter, 20 h; Potency, µM (highest dose often 53.6 µM), for the others: top-dose activity change, negative = inhibition, usual class: inhibitors; actives 5.4% (n = 310,000); further: on the % scale 0 is the no-effect control and ±100 the full control effect; nearly all actives have a fitted effect of over 60% in size
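ROR gamma transcriptional activity was tracked as Gal4-UAS luciferase output in stably transfected Drosophila Schneider cells, with compound added 1 hr before 700 uM copper sulfate induction and a 20 hr ambient-temperature incubation.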
p53 reactivation: re-activators of mutant p53; AID 504706; actives 0.063% (n = 320,000); H1299 p53-A138V BP100-luciferase reporter, luminescence, 24 h; Potency, µM (doses to about 92.2 µM), for inactives: at the highest dose activity change, positive = activation, usual class: activators; further: % of control where 0% means no effect; nearly all actives have a fitted effect of over 45% in size
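p53-null H1299 cells stably carrying temperature-sensitive p53-A138V and a BP100-luciferase reporter were pinned with compounds (4-point, 1:5 series) and held 24 hrs at 37 deg C. Luminescence was read 10 min after detection reagent.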
uPA surface inh: inhibitors of cell surface uPA generation. cell surface uPA generation assay, qHTS. actives 0.31% (n = 330,000). Potency, µM (titrated, usually from 38.3 µM), for the others: at the highest dose activity change, negative = inhibition, actives largely listed as inhibitors; active means well fitted inhibition curve with a large enough effect; inconclusive means small, poorly fitted or top-dose-only effect; inactive means no such curve, though single readings can be large or run the other way; tested in mouse RAW 264.7 cells; further: on the % scale 0 is the no-effect control and ±100 the full control effect; nearly all actives have a fitted effect of over 55% in size
ELG1 genotoxic: induces genotoxicity in HEK293T cells with luciferase-tagged ELG1. HEK293T ELG1-luciferase reporter, luminescence, 16 h. Potency, µM (top dose mostly 46 µM), for inactives: at the highest dose activity change, positive = activation, actives largely listed as activators. actives 1.3% (n = 330,000); further: % of control where 0% means no effect; nearly all actives have a fitted effect of over 60% in size
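DMSO vehicle served as control against compound-treated ELG1-luciferase HEK293T cells; exposure lasted 16 hr at 37 °C and 5% CO2, followed by ONE-Glo luminescence detection after 30 min.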
MBNL1-CUG inh: inhibitors of human MBNL1 binding to CUG repeat RNA | TR-FRET MBNL1-His/biotin-(CUG)12 binding, 665/545 ratio | Potency, µM (doses to about 57.5 µM), for the others: at the highest dose activity change, negative = inhibition, most hits filed as inhibitors | actives 0.036% (n = 280,000) | AID 2675; active means well fitted inhibition curve with a large enough effect in the signal ratio, with a control signal flat, not every such curve was filed as active; inconclusive means small, poorly fitted or top-dose-only effect, or effect the other way, or a change in a side signal; inactive means no such curve, though single readings can be large or run the other way; the % refers to the signal ratio; further: on the % scale 0 is the no-effect control and ±100 the full control effect
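His-tagged MBNL1 binding to biotinylated (CUG)12 RNA was measured by TR-FRET using terbium anti-His antibody (0.055 ng/ul final) and streptavidin-XL665 (5 nM final). Compounds were titrated 92 nM to 58 uM; 60 min at room temperature.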
CXXC DNA block: blocks binding of human MLL CXXC domain to DNA. Q03164. MLL-CXXC / FITC-HOXA9 DNA fluorescence polarization. Potency, µM (doses to about 115 µM), for inactives: at the highest dose activity change, negative = inhibition, usual class: inhibitors. actives 0.037% (n = 290,000). AID 2662; active means well fitted inhibition curve with a large enough effect in the polarisation, with a control signal flat, not every such curve was filed as active; inconclusive means small, poorly fitted or top-dose-only effect, or effect the other way, or a change in a side signal; inactive means no such curve, though single readings can be large or run the other way; the % refers to the polarisation
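Purified MLL-CXXC (added from a 7 uM solution) was preincubated 5 min at ambient with pinned compounds in 50 mM Tris-HCl pH 7.5, 50 mM NaCl, 1 mM DTT, 0.05% BSA. Fluorescein-labeled HOX-A9 DNA (50 nM solution) followed, 30 min, then polarization read.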
FLuc counter: counter-screen for miR-21 project: firefly luciferase inhibitors or activators; P08659; purified FLuc, Km substrates, luminescence inhibition; Potency, µM (highest dose often 57.5 µM), without a hit: at the highest dose activity change, negative = inhibition, most hits filed as inhibitors; actives 6.9% (n = 360,000); AID 588342;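 further: plate controls were vehicle for no effect and reference inhibitor for full effect; nearly all actives have a fitted effect of over 55% in size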
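Purified P. pyralis luciferase, 10 nM final, with Km-level 10 uM D-luciferin and 10 uM ATP in 50 mM Tris acetate pH 7.5, 10 mM Mg acetate, 0.01% Tween-20, 0.05% BSA; 6-point qHTS titration about 60 µM downward; luminescence read.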
The depositor's hits bear a star; ? = inconclusive; . = not tested or not shown; & = joins results of further samples; [ ] = remark or other dose. Unless noted, the call rests on the fitted dose curve; in most records, active means well fitted curve in the direction sought with a large enough effect; inconclusive means small, poorly fitted or top-dose-only effect, or another doubt; inactive means no such curve, though single readings can be large; an effect the other way counts as inactive or inconclusive. Potency means the concentration at half of the fitted maximal effect. These rows are one share of the data, so the mix of outcomes need not match the whole.

SMILES | NPC1 promoter act | BRCA1 expr up | Rab9 promoter act | VP16 counter | RORg inh | p53 reactivation | uPA surface inh | ELG1 genotoxic | MBNL1-CUG inh | CXXC DNA block | FLuc counter
Cc1nn(CC(=O)NCC2CCCO2)c(=O)c2cc3ccccc3n12 (configuration not stated) | -1.9% | 0.8% | -1.8% | -3.9% | -37.0% | -4.6% | 11.8% | 2.7% | 8.4% | 0.5% | 0.2%
O=C(COC(=O)COc1ccccc1)NC12CC3CC(CC(C3)C1)C2 | -0.9% | 2.4% | -1.2% | . | . | -2.2% | 7.5% | 1.9% | . | . | -9.2%
Cc1cccc(S(=O)(=O)Nc2nc3ccccc3nc2OC(C)C)c1 | -2.2% | -19.1% | 2.0% | 7.8% | 14.9% | 1.8% | -5.8% | -0.1% | ? | 12.2% | 3.1%
Cc1cc(C)c(S(=O)(=O)N(C)Cc2cnn(C)c2)c(C)c1 | -1.7% | 5.7% | -1.1% | 9.4% | -8.9% | 0.5% | -2.0% | -1.5% | -3.9% | 11.0% | 2.3%
Nc1c(C(=O)NCc2ccccc2)nnn1Cc1ccc(F)cc1 | -2.9% | 0.0% | 1.8% | -11.4% | -15.2% | -1.0% | -23.1% | 12.1% | -2.5% | 5.6% | 7.2%
CCOc1cc(C(=O)Nc2cccc(C(C)=O)c2)ccc1OCC(=O)N1CCCCC1 | -3.3% | -6.3% | 1.3% | -1.5% | -0.7% | -1.4% | 4.2% | -0.7% | -6.4% | ? | -0.3%
COC(CNC(=O)c1ccc(CS(=O)(=O)c2ccc(Br)cc2)o1)OC | 0.2% | 9.1% | -3.7% | 24.2% | 33.9% | 2.4% | -4.2% | 6.6% | -6.9% | -6.7% | -0.2%
Clc1ccc2nc(N3CCNCC3)nc(-c3ccccc3)c2c1 | 12.7% | -85.9%[inhibitor] | 3.8% | ? | ? | -9.6% | 5.9% | 1.3% | 17.5% | 48.8%[activator] | 2.7%
Cc1nnc(-c2ccc(N3CCCCCC3)c([N+](=O)[O-])c2)o1 | 24.1% | 22.4µM* | ? | 6.9% | 33.0% | 7.8% | 7.5% | 16.0% | ? | -1.1% | ?
CCC(C)c1ccc(S(=O)(=O)N2CCN(c3ccccn3)CC2)cc1 (configuration not stated) | -5.2% | -17.1% | -1.9% | 1.4% | 39.6% | 28.8% | 3.1% | -6.5% | -2.1% | 3.6% | 3.3%
N#CCCn1c(SCC(=O)c2c[nH]c3ccccc23)nc2ccccc21 | -1.6% | -9.4% | 9.7% | -6.5% | 28.2% | -1.6% | 1.7% | -0.1% | 0.6% | 3.1% | -1.5%
O=C(CSc1nnc(-c2ccc(C(F)(F)F)cn2)o1)Nc1ccccc1Cl | ? | ? | ? | -13.4% | -16.8% | 2.7% | -4.5% | 6.3% | 11.5% | -3.1% | -2.1%
Fc1ccc(-c2nnc(-c3ccc(Cl)cc3Cl)o2)cc1 | 0.224µM* | ? | 0.316µM* | 10µM* | 14.1µM* | ? | ? | 1.64µM* | 3.4% | -0.5% | 0.477µM*
CC(=O)N1CCOc2ccc(S(=O)(=O)NCc3ccc(Cl)cc3)cc21 | 2.3% | 2.5% | -9.9% | -5.4% | -6.5% | -13.5% | 4.8% | -2.4% | 2.0% | 4.9% | 3.2%
CCN1CCCC1CNC(=O)c1cc2c(-c3cccc(OC)c3)nn(C)c2s1 (configuration not stated) | -3.8% | -64.2% | -1.0% | 0.4% | -10.4% | -0.4% | -8.8% | ? | -5.4% | -6.4% | 3.4%
CC(C)c1ccc(C2CC(=O)c3cnc(NC(=O)c4ccco4)nc3C2)cc1 (configuration not stated) | 29.6% | 10µM* | 29.4% | -4.1% | 0.0% | ? | -6.8% | 12.5% | 9.9% | -0.8% | ?
C/C(=N\OCC(=O)N/N=C/c1ccc(C)cc1O)c1cccs1 | 11.4% | 0.8% | -2.2% | 2.82µM* | 0.501µM* | 4.9% | -7.8% | -4.6% | 1.2% | 12.1% | ?
CCOC(=O)CN1C(=O)N(CC(=O)OCC)C(c2ccccc2)(c2ccccc2)C1=O | 1.6% | -22.9% | 5.4% | 13.5% | -0.9% | 4.5% | -2.3% | -4.7% | -3.5% | 10.1% | 1.9%
COC(=O)c1ccc(/C=N/NC(=O)C(=O)NCc2ccccc2)cc1 | 0.9% | 17.6% | -0.5% | 0.0% | 7.4% | 0.7% | 2.1% | -0.3% | . | ? | -0.5%
N#CCCN(C(=O)c1ccco1)c1ccccc1 | 0.6% | 1.3% | -0.5% | 9.0% | 1.41µM* | -5.1% | 0.1% | 1.0% | 4.1% | -5.2% | 2.5%
CC(=O)NCC(=O)OC(C(=O)c1ccccc1)c1ccc(Cl)cc1 (configuration not stated) | -3.8% | -22.4% | -1.1% | -7.0% | -5.8% | 7.6% | 0.7% | -2.6% | -5.3% | 9.1% | 3.3%
Cn1c(=O)oc2cc(S(=O)(=O)Nc3ccccc3F)ccc21 | 0.6% | -22.6% | -0.3% | -7.7% | 25.5% | -8.4% | -5.1% | -2.5% | -6.1% | -1.7% | 1.5%
CS(=O)(=O)c1ccc(Cl)c(NC(=O)CCCSc2ccccc2)c1 | -3.6% | 16.1% | -2.4% | -13.7% | 11.9% | 0.0% | 2.3% | -1.6% | 2.6% | -10.6% | -1.4%
COc1cc(C(=O)OCC(=O)NCc2ccc(F)cc2)cc(NC(=O)c2cccs2)c1OC | 1.9% | -18.2% | -0.6% | ? | ? | -12.6% | ? | -0.4% | 178.2%[activator] | 1.7% | ?
Cc1cc(Cl)ccc1C(=O)C1CCCN(C(=O)c2cnn(C(C)C)c2)C1 (configuration not stated) | -2.8% | -13.9% | -1.1% | 6.3% | 27.5% | . | -4.0% | . | -11.2% | 6.5% | 2.5%
CC(=O)c1c(C)oc2c1cc(NS(=O)(=O)c1ccc(C(=O)O)cc1)c1ccccc12 | 3.2% | -59.1% | -0.3% | 8.9% | 12.2% | ? | -1.8% | 0.3% | -9.6% | -11.1% | -1.8%
COCCCNC(=O)/C(C#N)=C/c1cc(C)[nH]c1C | 4.6% | -27.6% | 11.8% | 20.1% | 6.7% | -0.8% | 0.5% | 5.5% | 18.5% | -3.5% | -17.7%
CC(=O)C(Sc1ccc2nnc(-c3ccc(C)cc3)n2n1)C(C)=O | 13.6% | 15.0% | 0.5% | ? | ? | -15.1% | -3.9% | -16.5% | ? | -7.8% | -3.0%
CCCN(CC(=O)Nc1cc(C)on1)CC(=O)Nc1ccccc1C | 0.4% | -22.2% | -10.1% | . | . | 3.2% | 0.8% | -1.1% | . | . | .
COCc1cc(Sc2ccc(Cl)cc2)nc(-c2ccccc2)n1 | 0.3% | -42.6% | -6.1% | -6.0% | 28.3% | 20.9% | 4.1% | -1.9% | 0.2% | -9.6% | 0.9%
CC(C)CNS(=O)(=O)c1cc2c3c(c1)CC(=O)N3CCC2 | -0.9% | -8.3% | 1.4% | 0.0% | -3.9% | 7.8% | 8.9% | -0.1% | -10.2% | ? | 2.7%
Nn1c(SCc2ccc(F)cc2)nnc1-c1ccccn1 | 16.5% | 0.0% | 29.1% | -7.1% | 6.6% | 13.2% | 0.8% | 13.6% | -4.5% | -1.8% | ?
O=C(NCCCn1ccnc1)c1nc(Cn2cc([N+](=O)[O-])cn2)no1 | -6.4% | 17.2% | -2.8% | -7.4% | ? | 5.6% | . | 0.2% | 15.0% | -1.8% | 1.1%
Cc1cc(C(=O)N2CCCC(N3CCN(c4ccccc4C)CC3)C2)n(C)n1 (configuration not stated) | -4.7% | -6.3% | -6.8% | -10.8% | -8.8% | -5.3% | -1.0% | -7.9% | -1.9% | 10.1% | -1.6%
O=C(Cn1c(=O)c2cccn2c2ccccc21)Nc1cc(F)ccc1F | 2.9% | -17.7% | 4.1% | 1.3% | 4.3% | 5.0% | 7.5% | 1.8% | 2.7% | 12.7% | 0.0%&2.1%
COc1ccc(CC(=O)N2CCN(c3ccccn3)CC2)cc1OC | -0.7% | 7.8% | -1.0% | 2.1% | 10.8% | 3.4% | -3.5% | 1.3% | 2.0% | 7.7% | 3.2%
COc1cc(S(=O)(=O)NC2CCCC2)c(OC)cc1C | 5.2% | -3.9% | -2.1% | -7.0% | 13.4% | -1.9% | 2.3% | 4.3% | -14.3% | 3.8% | -0.2%
Cc1[nH]nc(SCC(=O)Nc2cccc(O)c2)c1[N+](=O)[O-] | 2.5% | -6.4% | 12.1% | -0.1% | -8.0% | -1.5% | 0.3% | 0.1% | 14.2% | 11.2% | -20.0%
